# Ba/F3 V617F tox = reduced viability of JAK2V617F-dependent Ba/F3 cells, primary screen, JAK2V617F inhibitor project, cell-based, Ba/F3 EpoR-JAK2V617F, luminescence; ATP luminescence; 220,000 tested, 1.1% active; inhibition, % at 5.6 µM;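 active = inhibition above the campaign mean plus 3 SD over all tested compounds, cut at about 24% in these data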;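 note: cytokine-independent growth of Ba/F3 cells driven by EpoR plus mutant JAK2; 0% = DMSO-treated cells and 100% = JAK inhibitor I control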
# BaF3 parental = parental Ba/F3 cell viability inhibition, counter-screen for JAK2V617F inhibitor project, murine pro-B, CellTiter-Glo luminescence. CellTiter-Glo ATP luminescence. inhibition, % at 5.6 µM. 220,000 tested, 1.1% active;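 active = inhibition above a per-campaign cutoff, the mean inhibition of all tested compounds plus 3 SD, cut at about 27% in these data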;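 note: 0% = DMSO wells and 100% = JAK Inhibitor I control wells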
# Wee1 stabilizer = Wee1 degradation inhibitors, primary screen, cell-based, HeLa, Wee1K328M-luciferase, luminescence. reporter increase, % at 5 µM. 220,000 tested, 1.2% active. Wee1-like protein kinase (Homo sapiens), P30291. HeLa Luc-Wee1K328M stability; 100% = proteasome inhibitor MG132 effect;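 active = activation above the mean of all tested compounds plus 3 SD, set per screening run, cut at about 8.8% in these data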;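 note: cells exposed to compound for 20 h before luminescence read; 0% = DMSO alone and 100% = MG132 at 30 µM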
# Target sequence (P30291 whole entry K328M): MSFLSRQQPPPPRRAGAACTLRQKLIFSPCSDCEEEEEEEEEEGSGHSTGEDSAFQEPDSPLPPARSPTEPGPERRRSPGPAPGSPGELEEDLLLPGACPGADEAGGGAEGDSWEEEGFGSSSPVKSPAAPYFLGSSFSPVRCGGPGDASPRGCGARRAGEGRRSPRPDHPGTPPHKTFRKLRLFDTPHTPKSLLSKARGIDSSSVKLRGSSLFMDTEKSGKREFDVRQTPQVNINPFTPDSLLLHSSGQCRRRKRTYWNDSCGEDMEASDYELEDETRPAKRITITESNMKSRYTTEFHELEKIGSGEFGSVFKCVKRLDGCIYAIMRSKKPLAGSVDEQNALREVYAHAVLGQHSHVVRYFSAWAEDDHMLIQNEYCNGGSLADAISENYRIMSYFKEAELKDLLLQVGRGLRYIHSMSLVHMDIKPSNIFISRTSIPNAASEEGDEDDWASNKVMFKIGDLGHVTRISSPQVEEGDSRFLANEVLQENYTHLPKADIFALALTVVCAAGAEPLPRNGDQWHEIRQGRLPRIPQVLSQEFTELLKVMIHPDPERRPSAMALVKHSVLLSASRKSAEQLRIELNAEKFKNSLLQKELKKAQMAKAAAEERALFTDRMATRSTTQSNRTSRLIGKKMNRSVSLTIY
# CHOP inhibitor = inhibitors of CHOP promoter induction, primary screen, cell-based, unfolded protein response, luciferase reporter | CHO-K1 CHOP-promoter luciferase, tunicamycin-induced, 15-18 h | inhibition, % at 10 µM | 220,000 tested, 3.8% active | AID 2732, 2010;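 active = compounds that reduced the stress-induced luciferase reporter signal by more than about 70% of percent inhibition, limit read from the data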;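 note: 0% = tunicamycin plus vehicle and 100% = wells without tunicamycin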
# RBBP9 inh = human RBBP9 inhibitors, primary screen, biochemical, fluorescence polarization, FP-Rh probe, HTS; Serine hydrolase RBBP9 (Homo sapiens), O75884; recombinant RBBP9; inhibition, % at 7.94 µM; 220,000 tested, 0.2% active;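 active = inhibition above the campaign mean of all tested compounds plus 3 SD, cut at about 14% in these data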;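 note: plate controls were DMSO wells with RBBP9 for no effect and wells lacking RBBP9 protein for full effect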
# Target sequence (O75884 whole entry, looked up): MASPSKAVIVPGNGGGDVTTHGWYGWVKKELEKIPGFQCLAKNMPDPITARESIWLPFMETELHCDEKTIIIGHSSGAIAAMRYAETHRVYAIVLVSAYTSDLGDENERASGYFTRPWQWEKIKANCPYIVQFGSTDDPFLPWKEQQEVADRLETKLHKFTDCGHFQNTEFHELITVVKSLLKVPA
#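 Material: RBBP9 protein. Amount: RBBP9 at 2.5 µM in dispensed solution, before mixing. Schedule: 30 min then 45 min, 25 °C. Medium: Tris buffer pH 8.0, NaCl, Pluronic. Measured by: fluorescence polarization. Measure: percent inhibition from mP, scaled between DMSO and no-protein wells. Replication: one well per compound.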
# TNF necrop inh = inhibitors of TNF-alpha triggered necroptosis, primary screen, cell-based, Jurkat FADD-/-, single concentration; AID 463075, 2010; activation (protection from cell death), % at 10 µM; Jurkat FADD-/- TNF necroptosis rescue, ATP luminescence, 24 h; 0 = TNF only, 100 = no-TNF cells; 220,000 tested, 0.068% active;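 active = activation, meaning protection from cell death, of at least 50% relative to plate controls; inactive = activation below 50%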;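 note: necroptosis triggered by 40 ng/mL TNF-alpha added together with compound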
# zfTRPN1 agonist = zebrafish TRPN1 channel agonists, primary screen, cell-based, HEK293, calcium fluorescence. transient receptor potential cation channel N1 (TRPN1/NompC), Danio rerio. HEK293 zebrafish TRPN1-YFP, Fluo-8 calcium fluorescence; 100% = response to 87 µM carbachol. activation, % at 3 µM. 220,000 tested, 0.18% active;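 active = activation above its plate's cutoff, the mean activation of test wells on that plate plus 3 SD, cut at about 19% in these data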;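 note: 0% = DMSO alone and 100% = 87 µM carbachol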
#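 Material: zebrafish TRPN1-YFP in HEK293 cells; Doses: single test compound dose, 3 µM nominal, 0.3% DMSO; Timing: dye loading 1 h at 37 °C, then 30 min room temperature; Technique: intracellular calcium fluorescence with Fluo-8; Benchmarks: high carbachol 87 µM, low DMSO alone.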
# PPC-1+TRAIL kill = compounds killing PPC-1 cancer cells with TRAIL present, primary screen, TRAIL potentiator project, ATPLite luminescence, uHTS; PPC-1 cells + TRAIL, ATPLite viability luminescence; cell killing (% activity), % at 4 µM; 220,000 tested, 0.41% active;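 active = cell killing above 50% in the first pass at 4 µM, then a duplicate retest at 5 µM averaging 50% or more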;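 note: plate controls were cells with TRAIL plus DMSO for no effect and medium-only wells lacking cells for full effect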
# TRPML3 ag = human TRPML3 channel agonists, primary screen, cell-based, HEK293 TRPML3-YFP, Fluo-8 calcium fluorescence, 3 µM; Mucolipin-3 (Homo sapiens), Q8TDD5; 220,000 tested, 0.29% active; 100% = the carbachol control signal; activation, % at 3 µM;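 active = activation above its plate's cutoff, the mean activation of the plate's test wells plus 3 SD, cut at about 12% in these data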;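 note: 0% = DMSO only wells and 100% = carbachol wells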
#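 Material: HEK293 cells stably carrying human TRPML3-YFP; compound dosing: single dose, 3 µM final nominal compound, 0.3% DMSO final; incubation: 1-h 37 °C dye load, 5-s basal, 120-s post-compound reads; technique: Fluo-8 intracellular calcium fluorescence, excitation 470-495 nm, emission 515-575 nm; read-out basis: percent activation from peak-to-basal fluorescence ratio, scaled between DMSO and carbachol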
# Active calls of the source: *; . = no result given; & = joins results of further samples.
SMILES,Ba/F3 V617F tox,BaF3 parental,Wee1 stabilizer,CHOP inhibitor,RBBP9 inh,TNF necrop inh,zfTRPN1 agonist,PPC-1+TRAIL kill,TRPML3 ag
COc1ccc(CNC(C)Cc2cccs2)cc1 (stereo not drawn),-2,0,1,-10,-2,2.4,-0.3,14,0.6
CCCS(=O)(=O)N1CCCC(C(=O)N2CCC3(CC2)OCCO3)C1 (stereo not drawn),1,4,0,-4,-8,-2.7,-0.3,3,0.3
CP(C)(=O)CCC(=O)O,11,36*,0,31,-5,0.5,1.1,24,-0.1
COc1nc(NC(C)C)nc(NC(C)C)n1,-4,4,-1,3,9,-1.2,-0.5,2,0.4
COP(=O)(OC)Oc1ccc(C(O)C(Cl)(Cl)Cl)cc1 (stereo not drawn),4,-3,-2,2,-2,0.4,0.8,12,0.1
O=C1CCN(C(=O)Cc2ccccc2[N+](=O)[O-])CC1,-2,0,-3,-21,3,0.0,0.3,.,0.9
CCC(C)N1C(=O)/C(=C/c2ccc3c(c2)CCN3CCCCl)C(=O)NC1=S (stereo not drawn),3,11,-2,11,0,-0.4,0.5,3,0.6
c1cc2c(cc1CCNC1CCCCCC1)OCO2,0,3,3,12,11,0.3,0.1,-1,0.5
CCCCc1nc2ccccc2c(=O)n1-c1ccccc1O,4,6,-1,23,-6,-1.5,-0.8,22,-1.0
O=c1[nH]c(=S)n(-c2ccccc2)c(O)c1/C=N/N1CCCCC1c1cccnc1 (stereo not drawn),-1,0,0,-7,1,-2.0,0.2,8,1.1
CC12CCCCC1N(O)CN2O (stereo not drawn),-4,2,-2,-18,0,-2.0,-1.9,-22,0.3
Clc1ccccc1CN1CCN(c2ccccc2)CC1,3,6,-1,20,-2,0.6,-1.6,14,0.1
COc1cc(C(=O)Nc2ccc(Br)cc2C(=O)c2ccccc2Cl)cc(OC)c1OC,-1,6,-1,40,-3,1.4,0.8,0,1.2
Cc1ccc(-n2c(O)c(C=NCCC3=CCCCC3)c(=O)[nH]c2=O)cc1,-1,5,4,9,-1,-0.2,0.0,10,0.2
COc1ccc(OCC(=O)Nc2ccc(Cl)cc2C(=O)c2ccccc2)cc1,-2,2,1,20,-5,-5.5,-0.2,16,-0.1
COc1ccc2ccc(O)c(CN3CC=C(c4ccccc4)CC3)c2c1,0,2,0,19,-6,-10,-1.6,3,0.3
CCOC(=O)C1=C(C)N(C)C2(C)CC1c1ccccc1O2 (stereo not drawn),-1,4,-3,53,-2,-3.5,-1.1,0,-0.4
CC1=C2C3OC(=O)C(C)C3CC[C@@]2(C)C=CC1=O (stereo partly drawn),2,-2,1,9,-8,-0.7,1.1,27,1.4
CC1(C)C(c2ccccc2)=NC(c2cccnc2)=[N+]1[O-],3,4,-1,-14,-9,0.4,-0.1,18,1.3
CCN(CC)CCCN=Cc1c(O)n(-c2cccc(C)c2C)c(=O)[nH]c1=O,1,1,-1,-2,-7,0.3,3.1,-12,0.6

# 2 of the compounds above, as labelled records.
> CCCCc1nc2ccccc2c(=O)n1-c1ccccc1O
  Ba/F3 V617F tox: 4	BaF3 parental: 6	Wee1 stabilizer: -1	CHOP inhibitor: 23	RBBP9 inh: -6	TNF necrop inh: -1.5	zfTRPN1 agonist: -0.8	PPC-1+TRAIL kill: 22	TRPML3 ag: -1.0

> O=c1[nH]c(=S)n(-c2ccccc2)c(O)c1/C=N/N1CCCCC1c1cccnc1 (stereo not drawn)
  Ba/F3 V617F tox: -1	BaF3 parental: 0	Wee1 stabilizer: 0	CHOP inhibitor: -7	RBBP9 inh: 1	TNF necrop inh: -2.0	zfTRPN1 agonist: 0.2	PPC-1+TRAIL kill: 8	TRPML3 ag: 1.1

# Additional structures:
SMILES,Ba/F3 V617F tox,BaF3 parental,Wee1 stabilizer,CHOP inhibitor,RBBP9 inh,TNF necrop inh,zfTRPN1 agonist,PPC-1+TRAIL kill,TRPML3 ag
CCOC(=O)C(=O)NC1CCSC1=O (stereo not drawn),0,3,-1,33,-7,-0.7,0.3,14,0.7
CC(C)Cc1nnc(NC(=O)CCC(=O)N2CCC3(CC2)OCCO3)s1,1,-2,-2,24,-3,1.2,0.9,-21,1.0
CN1C(=O)C(C2(C#N)CCCCC2)C(=O)N(C)C1=O,2,1,-1,9,-2,-1.6,2.8,-4,0.1
O=C(c1ccco1)c1cn(Cc2ccc(Cl)cc2)c2ccccc12,-4,3,-2,51,-8,-3.6,-1.1,14,0.6
CCOc1ccc(N=Cc2c(O)n(Cc3ccccc3)c(=S)[nH]c2=O)cc1,-5,1,-2,-16,-6,1.7,1.1,-1,1.5
COc1ccccc1N1C(=O)NC(=O)C2(Cc3cc(C)ccc3N(C)C2)C1=O (stereo not drawn),-2,2,2,15,-1,0.4,1.0,13,-0.3
C/C(=N\N1CCCCCC1)c1c(O)n(C)c(=O)n(C)c1=O,-2,-1,-1,-8,-2,0.7,1.9,13,0.4
CC(Oc1ccc(-c2ccccc2)cc1)C(=O)O (stereo not drawn),-3,3,0,-2,2,1.6,0.2,-10,-0.1
CC(C)C/C(=N/O)c1cn(C)c2ccccc12,-3,5,-2,27,-7,1.4,1.3,-9,-0.7
CSc1ccc(C(=O)C2CCCN(CCCn3cccn3)C2)cc1 (stereo not drawn),0,6,-2,27,1,1.5,0.9,20,1.9
CC(C)N1CCN(c2ccc(O)cc2)CC1,-1,8,5,16,15*,-1.7,-0.4,15,0.2
CCc1cccc2c(C#N)cn(CC(=O)N3CCOCC3)c12,-1,3,1,-2,5,-0.8,0.2,33,0.6
O=C(c1ccc(C(F)(F)F)cc1)C1CCCN(Cc2ccncc2)C1 (stereo not drawn),-4,5,2,58,-6,-4.4,5.3,13,4.3
c1ccc2c(CCNCc3ccc4c(c3)OCO4)c[nH]c2c1,4,5,-2,-7,-6,2.9,-0.5,18,1.0
COc1ccc(NC2(C#N)CCCCC2)cc1,-1,3,1,7,-5,-0.3,1.1,20,1.0
Cn1c(C(=O)N2CCC(C(=O)N3CCC4(CC3)OCCO4)CC2)cc2sccc21,1,7,-1,7,3,-3.1,-0.9,-18,-0.6
Cc1ccccc1-n1c(/C=C/c2ccccn2)nc2ccccc2c1=O,2,-4,1,-22,3,-9.6,1.1,22,-0.6
CCCCn1c(O)c(C(C)=Nc2cccc(C(=O)O)c2)c(=O)[nH]c1=O,4,4,-1,0,-2,-1.8,1.4,16,0.3
CN(CCCCC(=O)/C=N/O)Cc1ccccc1 (tested in a mixture with another compound),-1,2,1,19,6,0.2,1.6,-2,0.6
CCOC(=O)C1CCN(/C=C2/C(=O)NC(=O)N(Cc3ccco3)C2=O)CC1,3,10,-2,25,-1,1.0,1.0,5,0.5
CN1CCN(c2ccc([N+](=O)[O-])c(Sc3ccccn3)c2)CC1,3,4,2,5,-5,2.2,-0.7,26,0.8
Cn1c(O)c(C=NCCCN2CCCC2=O)c(=O)n(C)c1=O,1,1,-1,5,-5,-0.7,4.4,5,0.8
Cc1cc(/C=C2\C(=O)NC(=O)N(C)C2=O)c(C)n1-c1ccc2c(c1)OCO2,1,3,2,9,-12,-0.6,-0.2,12,1.1
O=C(Cn1cnc2sc3c(c2c1=O)CCCC3)NCCCC(=O)N1CCC2(CC1)OCCO2,0,6,-1,11,-3,0.3,-0.8,-8,0.3
CSc1ncc(CN2CCCC(C(=O)c3cccc(Cl)c3)C2)cn1 (stereo not drawn),4,9,1,25,-3,1.8,-0.1,-6,1.0
COc1cc(OC)c2c(c1)OCC1CON(C)C21 (stereo not drawn),3,9,3,1,-8,0.4,1.8,8,1.1
COc1ccc(NC2=NCC(C)S2)cc1 (stereo not drawn),-2,3,2,9,-9,7.2,-0.2,6,0.9
CN1C(=O)N(C)C(=O)C2(Cc3c(nc4ccccn4c3=O)N3CCc4ccccc4C32)C1=O (stereo not drawn),7,11,-1,17,-5,-1.3,2.6,11,0.3
COc1cc2c(cc1OC)-c1c(OC)c(OC)cc3c1[C@H](C2)N(C)CC3,1,3,2,16,-10,4.8,0.0,16,0.2
Cc1ccsc1C(=O)C1CCCN(Cc2cccc(-n3cccn3)c2)C1 (stereo not drawn),1,2,-3,26,-4,1.7,-2.0,19,0.2
CCC1(CC)C(=O)N(Cc2ccccc2)C(=O)N(Cc2ccccc2)C1=O,-4,1,5,-2,0,-0.4,-1.5,3,-0.2
COc1ccc(CN2CCN(c3ccccc3F)CC2)c(OC)c1,0,2,4,7,5,4.6,2.7,2,0.7
O=C(COC(=O)c1ccccc1)Nc1ccc(Cl)cc1C(=O)c1ccccc1,3,0,1,80*,2,1.0,-1.2,22,0.4
Cc1[nH]c2ccccc2c1C1=CCNCC1,-1,1,0,53,-5,0.1,1.3,8,0.3
O=C1NC(=O)N(c2ccc(F)cc2)C(=O)/C1=C/c1ccc(N2CCOCC2)cc1,6,11,-2,1,-6,-0.7,0.0,7,0.4
CC(=NCc1ccco1)c1c(O)n(-c2ccccc2C)c(=O)[nH]c1=O,-3,-1,2,16,9,7.2,0.2,2,0.4
N#CC(C#N)=Cc1ccc(N2CCCC2)cc1,3,3,-1,17,-2,-1.4,2.2,1,2.2
CCCCn1c(O)c(C(CC)=NCc2cccnc2)c(=O)[nH]c1=O,-3,3,5,15,-3,-0.2,-0.3,-10,0.8
O=C1NC(=O)C2(Cc3ccccc3N3CCOCC32)C(=O)N1c1ccccc1 (stereo not drawn),5,6,0,8,-4,-0.8,-0.4,-5,0.7
C[n+]1ccc(-c2ccncc2)cc1,3,1,2,5,6,-0.4,0.8,16,0.3
O=C(O)c1nn(Cc2ccc(Cl)cc2Cl)c2ccccc12,-3,1,-4,-6&17,-3,0.4,-1.8,4,0.6
O=c1[nH]c(=O)n(-c2ccc(F)cc2)c(O)c1C=Nc1ccccc1N1CCCC1,5,38*,-1,54,-3,-0.8,-1.2,7,0.0
CCC(C)C12CN3CCN(CC(C)(C3)C1=O)C2 (stereo not drawn),5,6,-2,12,-20,-1.0,0.4,5,0.7
CCCC12CN3CN(C1)CC(CCC)(C3)C2O (stereo not drawn),4,0,1,47,-1,-0.4,1.4,-9,0.9
COc1ccc(C(=O)CC2(CC(=O)c3ccc(OC)cc3)C(=O)N(C)C(=O)N(C)C2=O)cc1,5,8,-2,14,1,0.5,-1.3,7,1.3

# Screens: PubChem, several laboratories

# Only part of the results is shown; count on the stated rates, not on these rows.
